Source: PubChem (NMMLSC)
ABCG2 inh = inhibitors of human ABCG2 transporter, ABCB1 counter-screen; Q9UNQ0; IgMXP3 cells, JC-1 efflux, flow cytometry; inhibition, % at 6.6 µM; hit rate 0.1% among 190,000;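 active means inhibition above 80%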;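 further: 0% = DMSO and 100% = nicardipine control wells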
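Times: 10 min at 25 °C | Test system: Two drug-resistant human cell lines, ABCG2 and ABCB1 | Quantity: 3 million cells/mL final, two lines in 1:1 ratio | Signal: Flow cytometry, 530 nm JC-1 signal | Dosing: Compound at 6.6 µM | Controls: Nicardipine and DMSO wells | Reagent: JC-1 as fluorescent efflux pump substrate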
Bcl-2 Bim block = inhibitors of Bim-Bcl-2 interaction, human; Bead-based flow cytometry, Bim peptide-Bcl-2 binding; AID 950; hit rate 0.06% among 190,000; inhibition, % at 10 µM; in the data active means inhibition above about 40%; inconclusive means no clear call, values can overlap the other calls;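 further: 0% = no compound wells with probe peptide and 100% = reference peptide inhibitor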
Bim-Bcl-XL = human Bim-Bcl-XL interaction inhibition. Q07817. Bim peptide-Bcl-XL binding, bead flow cytometry, fluorescence. inhibition, % at 10 µM. hit rate 0.04% among 190,000
Target sequence (Q07817 whole entry, looked up): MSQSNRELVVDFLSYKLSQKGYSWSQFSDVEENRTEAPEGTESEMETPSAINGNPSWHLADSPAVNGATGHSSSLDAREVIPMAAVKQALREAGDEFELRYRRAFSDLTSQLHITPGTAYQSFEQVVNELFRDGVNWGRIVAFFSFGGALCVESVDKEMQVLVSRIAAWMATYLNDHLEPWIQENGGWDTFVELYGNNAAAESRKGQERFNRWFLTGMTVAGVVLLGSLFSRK
RGS7-Gao = regulators of human RGS7-Galphao interaction | P09471 | Multiplexed bead flow cytometry, RGS7-Galphao binding; actives lie on both sides | binding response (% of control), % at 10 µM | hit rate 0.35% among 220,000 | AID 1439; in the data active means binding response below about 49% or above about 150%; inconclusive means no clear call, values can overlap the other calls; inactive means in between;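 further: fluorescent Galphao held in activated GDP-AlF4 state binding bead-coupled RGS7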
Target sequence (P09471 whole entry, looked up): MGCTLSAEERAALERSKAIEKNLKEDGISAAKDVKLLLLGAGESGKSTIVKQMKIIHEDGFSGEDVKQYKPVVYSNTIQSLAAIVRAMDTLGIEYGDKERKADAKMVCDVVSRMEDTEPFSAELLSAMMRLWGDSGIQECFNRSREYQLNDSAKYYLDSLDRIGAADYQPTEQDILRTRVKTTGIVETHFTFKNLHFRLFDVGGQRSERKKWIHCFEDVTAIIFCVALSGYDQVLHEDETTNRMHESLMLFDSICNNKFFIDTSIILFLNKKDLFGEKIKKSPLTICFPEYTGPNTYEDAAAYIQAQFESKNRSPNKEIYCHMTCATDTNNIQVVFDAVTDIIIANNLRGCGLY
Bcl-W Bim block = disrupts Bim peptide binding to human Bcl-W; Q92843; bead-based flow cytometry; inhibition, % at 10 µM; hit rate 0.02% among 190,000;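 further: 0% = bound tracer without compound and 100% = peptide blocker; higher means less fluorescent Bim peptide bound to Bcl-W beads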
RGS4-Gao reg = modulates binding of RGS4 to human Galphao | AID 1415 | P09471 | binding response (% of control), % at 10 µM | Multiplexed bead flow cytometry; actives lie on both sides | hit rate 0.33% among 220,000; in the data active means binding response below about 49% or above about 150%; inactive means in between;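 further: fluorescent Galphao activated with aluminum fluoride binding bead-coupled RGS4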
RGS8-Gao reg = modulates binding of RGS8 to human Galphao. P09471. multiplexed bead flow cytometry; actives lie on both sides. response (percent of control binding), % at 10 µM. hit rate 0.34% among 220,000. AID 1423; in the data active means response below about 60% or above about 140%; inactive means in between;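 further: Galphao activated as the GDP aluminium fluoride complex binding bead-coupled RGS8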
ABCB1 block = blocks JC-1 efflux by human ABCB1 transporter; P08183; CCRF-Adr cells, flow cytometry; inhibition, % at 6.6 µM; hit rate 0.067% among 190,000; AID 1326; in the data active means inhibition above about 40%;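 further: 0% = vehicle and 100% = reference inhibitor; higher value means more JC-1 retained so stronger ABCB1 efflux block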
Bcl-B Bim block = disrupts Bim peptide binding to human Bcl-B; bead-based flow cytometry; inhibition, % at 10 µM; hit rate 0.073% among 190,000; AID 951;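 further: 0% = tracer peptide without compound and 100% = reference inhibitor peptide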
Target sequence (Q9HD36 whole entry, looked up): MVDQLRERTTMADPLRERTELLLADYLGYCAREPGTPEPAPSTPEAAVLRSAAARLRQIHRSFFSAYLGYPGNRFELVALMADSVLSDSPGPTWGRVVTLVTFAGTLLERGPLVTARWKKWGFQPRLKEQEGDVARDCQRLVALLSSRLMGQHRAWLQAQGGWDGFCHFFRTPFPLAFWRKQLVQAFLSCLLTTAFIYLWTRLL
Bfl-1 Bim block = inhibitors of Bim-Bfl-1 interaction, human; Bead-based flow cytometry, Bim-Bfl-1 binding inhibition; inhibition, % at 10 µM; hit rate 0.12% among 190,000;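 further: 0% = wells without compound plus tracer and 100% = blocker peptide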
GSH fluor = GSH bead compound fluorescence profile | GSH beads flow cytometry, compound fluorescence 488/530 nm; active compounds read high | fluorescence (KMESF) at 10 µM | hit rate 0.25% among 190,000 | AID 1776; in the data active means fluorescence above about 89;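 further: glutathione beads carrying GST-tagged Bcl family fusion proteins plus one bare bead set; values are compound well signal with DMSO vehicle wells as background; inactives centre near 16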
Starred values were filed as active, the others as inactive; ? = inconclusive. Unless noted, no stated cut-off is given here; in the data, active means inhibition above about 40%. Hits appear at their usual frequency; 1.1% or so of the library scored in one or more.

#	compound	ABCG2 inh	Bcl-2 Bim block	Bim-Bcl-XL	RGS7-Gao	Bcl-W Bim block	RGS4-Gao reg
1	Cc1ccccc1NC(=O)Cc1nnc(SCC(=O)N2CCN(c3ccccc3)CC2)n1C	1	-9	-11	98	0	94
2	Nc1nc2ccccc2n1C(=O)CCc1ccccc1	2	-4	13	93	3	93
3	COC(=O)c1cc(=O)nc2sc3ccccc3n12	3	0	-2	107	0	113
4	COc1ccccc1/C=C/C(C)=O	0	0	0	88	-2	92
5	Cc1cc(C(=O)C(=O)N(C)C)c(C)n1-c1ccc([N+](=O)[O-])cc1	-4	-5	-5	102	0	101
6	CN(c1ccc(OCC(=O)OCC(=O)Nc2cccc([N+](=O)[O-])c2)cc1)S(=O)(=O)c1ccc(F)cc1	0	-5	0	98	1	92
7	CCOC(=O)NS(=O)(=O)c1ccc(CCNC(=O)c2cc(C)on2)cc1	-1	-3	0	102	0	102
8	Cc1cc(Cl)n2c(nc3cc(F)c(F)cc32)c1C#N	28	6	1	104	3	102
9	CCN(CC)C(=O)CSc1nnc(-c2cccnc2)n1Cc1ccccc1	1	0	-2	82	2	85
10	Cc1c(Cl)c([N+](=O)[O-])nn1CCCC(=O)Nc1c(C)n(C)n(-c2ccccc2)c1=O	2	-2	0	93	2	96
11	CCN(CC)C(=O)CSc1nnc(-c2ccccn2)n1-c1ccc(C)c(C)c1	3	2	2	106	2	105
12	Cc1cc(Oc2ccccc2)nc(-c2ccccc2O)n1	22	-4	-2	100	0	102

#	RGS8-Gao reg	ABCB1 block	Bcl-B Bim block	Bfl-1 Bim block	GSH fluor
1	100	0.5	-8	-11	34
2	100	0.2	-9	-11	51
3	103	0.6	3	-1	10
4	95	0.0	-2	0	10
5	100	-0.8	-7	-8	36
6	96	0.1	0	-6	11
7	103	0.0	-2	0	5
8	94	0.0	-2	5	11
9	75	0.0	1	1	16
10	96	1.0	-1	-2	21
11	101	2.0	-1	3	31
12	104	0.8	-8	-11	25

(listing goes on)
#	compound	ABCG2 inh	Bcl-2 Bim block	Bim-Bcl-XL	RGS7-Gao	Bcl-W Bim block	RGS4-Gao reg
13	CC(=O)NC(Cc1ccccc1)C(=O)NC1CCN(C(=O)NC2CCCCC2)CC1 (configuration not stated)	0	1	0	96	0	102
14	CCN(CC)CCNC(=S)Nc1ccc(F)cc1	-1	0	-5	100	0	102
15	Cc1ccc(OCC(=O)Nc2ccc(N(C)C)cc2)cc1	0	-3	0	104	-2	99
16	O=C1c2cccc3c(N4CCCCC4)ccc(c23)C(=O)N1c1ccccn1	6	-7	-6	102	3	103
17	CN(C)c1ccc(-c2nc3ccccn3c2/N=C/c2ccc(Br)cc2)cc1	5	-2	-6	93	0	94
18	Cc1ccc(S(=O)(=O)N2CCOCC2)cc1C(=O)Nc1ccc2c(c1)CCC2	5	1	-4	98	-1	103
19	CCc1ccc2c(c1)/C(=N/OC)C(=O)N2	5	1	0	102	0	99
20	CCOC(=O)C(C)Sc1ncnc2c1c(-c1ccccc1)cn2-c1ccc(OC)cc1 (configuration not stated)	36	-8	-7	100	-6	99
21	O=C(O)CCC(=O)/C=C/c1ccccc1	9	0	-3	99	0	98
22	O=C(CN1CCCc2ccccc21)N/N=C/c1ccccc1	14	-3	-8	94	-4	98
23	CCN(CC)C(=O)COc1ccc(/C(C)=N/NC(=O)c2ccccc2O)cc1	1	-5	-4	?	-2	100
24	CN(Cc1ccncc1)C1CC(=O)N(c2ccc(F)cc2)C1=O (configuration not stated)	0	-3	0	?	-2	100

#	RGS8-Gao reg	ABCB1 block	Bcl-B Bim block	Bfl-1 Bim block	GSH fluor
13	102	-0.2	1	1	5
14	110	0.0	-5	0	24
15	101	-0.1	-5	-3	16
16	102	2.7	-6	-8	30
17	103	1.2	-3	-2	9
18	105	1.5	3	2	13
19	96	1.2	1	2	9
20	103	1.6	-9	-3	12
21	97	9.3	-3	-2	12
22	98	-0.1	-6	-6	11
23	97	0.6	0	-4	15
24	98	-0.1	0	-5	10

The list continues:
#	compound	ABCG2 inh	Bcl-2 Bim block	Bim-Bcl-XL	RGS7-Gao	Bcl-W Bim block	RGS4-Gao reg
25	COC(=O)/C(=N/Nc1ccccc1)N1CCCc2ccccc21	4	-8	-9	87	-7	95
26	O=S(=O)(c1cccc2nsnc12)N1CCN(C/C=C/c2ccccc2)CC1	3	-1	-5	101	-5	99
27	O=C(NC(C(=O)N/N=C/c1cccc2ccccc12)c1n[nH]c(=O)c2ccccc12)c1ccccc1 (configuration not stated)	5	-9	-2	92	3	91
28	Cc1nn(C)c(C)c1CCC(=O)O	0	0	1	93	1	95
29	CC(Sc1nc2ccccc2s1)C(=O)N1CCOCC1 (configuration not stated)	1	-1	-6	103	-1	99
30	Fc1ccc(-n2c(-c3ccc4c(c3)OCO4)n[nH]c2=S)cc1Cl	8	-4	-7	100	-9	99
31	CCCCCOC(=O)c1[nH]c2c(c1C)C(=O)C(C(=O)OC)C(C)C2 (configuration not stated)	3	-2	-4	102	0	103
32	CCOc1ccc(C(=O)Nc2cccc(C(=O)O)c2)cc1Cl	1	1	0	?	0	99
33	O=C(O)C(Oc1ccc2c3c(c(=O)oc2c1)CCC3)c1ccccc1 (configuration not stated)	2	-7	-2	91	1	92
34	CC1CCN(c2ccc(C(=O)OCC(=O)NCCN3C(=O)CSC3=O)cc2[N+](=O)[O-])CC1	4	-1	-1	?	-1	101
35	O=C(Nc1ccccc1-c1ccccc1)NC1CCN(CC(=O)N2CCOCC2)CC1	0	-2	-2	100	-1	102
36	CCOC(=O)Cc1csc(NC(NC(=O)OCC)(C(=O)OCC)C(F)(F)F)n1 (configuration not stated)	1	3	-2	107	0	106

#	RGS8-Gao reg	ABCB1 block	Bcl-B Bim block	Bfl-1 Bim block	GSH fluor
25	93	0.4	-10	-16	20
26	102	1.0	-3	-5	16
27	96	-2.1	-12	-15	34
28	86	0.3	2	4	24
29	100	0.1	-2	0	27
30	98	-0.2	-19	-3	11
31	101	0.5	-5	-13	15
32	100	0.7	-2	-4	15
33	96	0.4	-7	-11	13
34	101	1.6	0	-2	10
35	100	0.2	-9	0	19
36	105	0.4	-2	0	16

(list continues)
#	compound	ABCG2 inh	Bcl-2 Bim block	Bim-Bcl-XL	RGS7-Gao	Bcl-W Bim block	RGS4-Gao reg
37	COc1ccc(OC)c(C2C=C(c3ccc(C)c(C)c3)Nc3nnnn32)c1 (configuration not stated)	5	-1	0	112	0	106
38	Cc1ccc(-n2nc3c(c2NC(=O)C(C)(C)C)CSC3)c(C)c1	1	-2	-2	95	-1	95
39	O=C(NC1(C(F)(F)F)N=C2SCCN2C1=O)c1ccco1 (configuration not stated)	21	-10	-14	100	-4	100
40	CCCCCn1c(Sc2ncccn2)nc2c1c(=O)[nH]c(=O)n2C	0	-4	-4	102	0	100
41	O=C(Cn1nnc2ccccc21)C1CC1	1	-11	-3	103	1	103
42	Cn1c(CCN2CCCCC2)nc2cc(NS(=O)(=O)c3ccc(Cl)cc3)ccc21	3	0	-1	99	-4	98
43	O=C(C1=C[C@H](C2CC2)C[C@H](OCCCCO)O1)N1CCN(Cc2ccc3c(c2)OCO3)CC1	1	-5	-3	106	1	106
44	C=CCn1c(-c2ccc(F)cc2)n[nH]c1=S	2	-1	-2	100	-1	101
45	Nc1c(C(=O)c2ccc(F)cc2)oc2ccccc12	2	-3	-2	102	0	100
46	CC(=O)OC1OCCOC1NC(=S)Nc1ccc(C)cc1 (configuration not stated)	-1	-2	-3	102	-2	96

#	RGS8-Gao reg	ABCB1 block	Bcl-B Bim block	Bfl-1 Bim block	GSH fluor
37	102	-0.1	0	-2	53
38	97	0.4	0	-1	21
39	99	0.1	-9	-19	21
40	105	-0.1	-5	-7	22
41	101	0.2	-7	-10	9
42	101	0.3	-3	-3	23
43	102	0.7	-3	-5	21
44	100	0.1	-10	2	12
45	103	0.1	-3	-16	23
46	94	-0.7	-2	-3	11

Complete entries, quoted from the list:
Cn1c(CCN2CCCCC2)nc2cc(NS(=O)(=O)c3ccc(Cl)cc3)ccc21 reads ABCG2 inh: 3; Bcl-2 Bim block: 0; Bim-Bcl-XL: -1; RGS7-Gao: 99; Bcl-W Bim block: -4; RGS4-Gao reg: 98; RGS8-Gao reg: 101; ABCB1 block: 0.3; Bcl-B Bim block: -3; Bfl-1 Bim block: -3; GSH fluor: 23
O=C(Cn1nnc2ccccc21)C1CC1 reads ABCG2 inh: 1; Bcl-2 Bim block: -11; Bim-Bcl-XL: -3; RGS7-Gao: 103; Bcl-W Bim block: 1; RGS4-Gao reg: 103; RGS8-Gao reg: 101; ABCB1 block: 0.2; Bcl-B Bim block: -7; Bfl-1 Bim block: -10; GSH fluor: 9
CC(=O)OC1OCCOC1NC(=S)Nc1ccc(C)cc1 (configuration not stated) reads ABCG2 inh: -1; Bcl-2 Bim block: -2; Bim-Bcl-XL: -3; RGS7-Gao: 102; Bcl-W Bim block: -2; RGS4-Gao reg: 96; RGS8-Gao reg: 94; ABCB1 block: -0.7; Bcl-B Bim block: -2; Bfl-1 Bim block: -3; GSH fluor: 11

Looked up one by one from the list above (three):
#	compound	ABCG2 inh	Bcl-2 Bim block	Bim-Bcl-XL	RGS7-Gao	Bcl-W Bim block	RGS4-Gao reg
46	CC(=O)OC1OCCOC1NC(=S)Nc1ccc(C)cc1 (configuration not stated)	-1	-2	-3	102	-2	96
37	COc1ccc(OC)c(C2C=C(c3ccc(C)c(C)c3)Nc3nnnn32)c1 (configuration not stated)	5	-1	0	112	0	106
44	C=CCn1c(-c2ccc(F)cc2)n[nH]c1=S	2	-1	-2	100	-1	101

#	RGS8-Gao reg	ABCB1 block	Bcl-B Bim block	Bfl-1 Bim block	GSH fluor
46	94	-0.7	-2	-3	11
37	102	-0.1	0	-2	53
44	100	0.1	-10	2	12
